Screening results: PubChem, several laboratories
PKA-R2B act: PKA-R2B complex activation; P22694+P31323; PKA-R2B holoenzyme dissociation, Cy5-IP20 fluorescence polarization; R2B truncated from residue 108, S112A mutant; 0% DMSO only, 100% 113 µM cGMP; activation, % at 11.4 µM; 0.079% of 340,000 active;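 active = activation above a cutoff set at the mean over all compounds plus 3 SD, cut at about 18% in these data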;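 also: higher means more holoenzyme dissociation and a rise in polarization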
SR-BI uptake up: activators of SR-BI mediated HDL lipid uptake; activation, % at 12.5 µM; AID 504775; 0.096% of 320,000 active; CHO ldlA[mSR-BI] cells, DiI-HDL uptake fluorescence, 3 h; 100 = double the neutral-control signal;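 active = mean replicate activation of at least 60% and every replicate at or above 60%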;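 also: 0% = median plate neutral-control signal and 100% = twice that signal; values of inactives mirror those of a sister screen read the other way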
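Material – SR-BI-overexpressing, LDLR-lacking CHO cells · Medium – BSA-supplemented, HEPES-buffered Ham's F12, pH 7.4 · Doses – single concentration · Times – compound with DiI-HDL co-incubation, 3 h at 37 °C · Measured by – bottom-read fluorescence, 550/595 nm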
CDK5 inh: blocks human CDK5/p35 kinase activity. Q00535+Q15078. inhibition, % at 10 µM. AID 488839. 0.01% of 330,000 active. Recombinant CDK5/p35, ADP-Glo luminescence, 60 min;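 active = highest replicate inhibition of at least 50% and at least 75% of replicates reaching 50%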;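 also: plate controls were DMSO neutral control for no effect and GW8510 at 10 µM for full effect; many of its hits are not listed in these tables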
PKA-R1A act: PKA-R1A complex activation. PKA-R1A dissociation, Cy5-IP20 fluorescence polarization; scaled: DMSO 0%, 113 µM cGMP 100%. activation, % at 11.4 µM. 0.083% of 340,000 active;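 active = percent activation above the mean of all tested compounds plus 3 SD, cut at about 19% in these data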;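 also: higher means more PKAc released from R1A so a rise in polarization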
dFosB act: enhances mouse delta FosB homodimer DNA binding | P13346 | purified delta FosB, TAMRA-CDK5 oligo fluorescence polarization; percent of positive-control signal above neutral wells | activation, % at 25 µM | 0.99% of 340,000 active;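 active = mean activation above about 17%, with every replicate also reaching it, limit read from the data, passing the limit was not always enough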;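 also: fluorescence polarization rise as delta FosB binds a TAMRA Cdk5 AP-1 oligo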
Pemphigus Ab inh: human desmoglein-3 autoantibody binding inhibition. 0.48% of 310,000 active. binding (percent of control), % at 10 µM. DSG3-coupled beads, scFv-anti-DSG3-GFP binding, flow cytometry; active compounds read low. AID 588358;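 active = binding more than 3 SD below its plate's average and above zero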;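 also: hits lower antibody fragment binding to DSG3; some compounds called inactive have numbers as strong as hits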
Target sequence (P32926 whole entry, looked up, the tested form may be a part): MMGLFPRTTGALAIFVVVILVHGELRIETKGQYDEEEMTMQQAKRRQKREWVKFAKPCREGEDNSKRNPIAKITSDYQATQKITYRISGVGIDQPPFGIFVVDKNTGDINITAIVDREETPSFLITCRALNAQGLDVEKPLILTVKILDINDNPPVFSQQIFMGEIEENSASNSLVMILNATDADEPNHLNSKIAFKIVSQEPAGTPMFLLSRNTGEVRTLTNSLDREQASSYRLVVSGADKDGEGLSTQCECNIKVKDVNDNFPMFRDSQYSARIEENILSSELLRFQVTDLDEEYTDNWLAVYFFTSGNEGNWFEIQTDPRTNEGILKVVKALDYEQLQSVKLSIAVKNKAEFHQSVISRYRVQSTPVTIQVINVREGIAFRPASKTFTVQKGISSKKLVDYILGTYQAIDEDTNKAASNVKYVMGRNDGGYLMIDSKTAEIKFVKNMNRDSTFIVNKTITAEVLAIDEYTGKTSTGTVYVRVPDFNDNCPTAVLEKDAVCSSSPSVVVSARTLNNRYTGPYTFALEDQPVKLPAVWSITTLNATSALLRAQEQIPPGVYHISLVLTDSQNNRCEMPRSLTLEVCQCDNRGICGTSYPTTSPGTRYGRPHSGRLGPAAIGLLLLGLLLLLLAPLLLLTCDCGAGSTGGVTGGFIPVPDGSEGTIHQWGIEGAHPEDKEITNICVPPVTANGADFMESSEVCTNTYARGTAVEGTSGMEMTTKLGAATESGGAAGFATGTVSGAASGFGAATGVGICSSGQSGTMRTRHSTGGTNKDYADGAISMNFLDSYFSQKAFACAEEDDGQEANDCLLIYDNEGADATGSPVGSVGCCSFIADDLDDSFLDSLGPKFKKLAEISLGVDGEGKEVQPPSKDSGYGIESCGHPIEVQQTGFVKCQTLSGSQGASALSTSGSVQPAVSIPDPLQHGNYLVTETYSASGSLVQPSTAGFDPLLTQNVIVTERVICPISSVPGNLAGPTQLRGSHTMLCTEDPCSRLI
Mot1-301 SUMO: blocks SUMOylation pathway, rescuing yeast Mot1-301 growth; S. cerevisiae Mot1-301 growth rescue, ATP luminescence, 38.5C; percent above DMSO median, 100 means doubled; growth rescue, % at 18.8 µM; 1% of 320,000 active; AID 2716;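 active = every valid replicate shows activation above 250% relative to neutral control wells; inactive = the rest, any valid replicate at or below 250%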;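 also: OY570 slx delta 5 strain wells were the positive control but not used for scaling; some compounds called inactive have numbers as strong as hits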
Arr AP2 block: human beta-arrestin and AP2 interaction inhibition | FITC-arrestin peptide / GST-AP2 beads, flow cytometry; AP2 beta2 appendage carries R879A mutation | inhibition, % at 10 µM | 0.31% of 340,000 active;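 active = inhibition above a set limit, near 3 SD of compounds lacking own fluorescence, cut at about 54% in these data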;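 also: plate controls were DMSO wells for no effect and 5 µM unlabelled arrestin peptide for full effect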
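Material – GST-tagged AP2 beta2-adaptin appendage (R879A) on 4 µm glutathione beads · Probe or stimulus – fluorescein-tagged arrestin peptide at 50 nM final · Timing – 12 min plus 1 h, RT · Detection – bead flow cytometry, FITC channel · Read-out basis – inhibition as reduced fluorescein signal on beads, percent · Medium – PBS plus Tween 20 (0.05%) and BSA (0.1%)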
MITF TRPM1 HTS: MITF TRPM1 promoter activation in melanoma cells. SK-MEL-5 TRPM1-promoter luciferase, 24 h; % of positive control, neutral wells = 0. activation, % at 12.5 µM. 0.75% of 300,000 active;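 active = mean activation of at least 80% with every replicate also reaching 80%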;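 also: 0% = neutral control wells and 100% = parthenolide positive control wells; values of inactives mirror those of a sister screen read the other way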
NSD2 inh: inhibitors of human histone methyltransferase NSD2; inhibition, % at 12.5 µM; O96028; NSD2 peptide methylation, AlphaScreen, 120 min; 0.54% of 310,000 active; AID 743445; in the data active = inhibition above about 50%
SR-BI DiI inh: blocks mouse SR-BI lipid uptake from DiI-HDL. 0.96% of 320,000 active. ldlA[mSR-BI] CHO cells, DiI-HDL uptake fluorescence, 3 h. inhibition, % at 12.5 µM. Q61009. AID 488896;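 active = mean replicate inhibition of at least 70% and a set share of replicates each scoring 70 or more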;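 also: 0% = median of neutral control wells and 100% = median of positive control wells; values of inactives mirror those of a sister screen read the other way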
An asterisk follows results filed as active; · = not tested or not shown. The list is partial; rates above refer to the full screens.

no.	smiles	PKA-R2B act	SR-BI uptake up	CDK5 inh	PKA-R1A act	dFosB act	Pemphigus Ab inh	Mot1-301 SUMO	Arr AP2 block	MITF TRPM1 HTS	NSD2 inh	SR-BI DiI inh
1	COP(=O)(OC)C(NC(=O)C(C)(C)C)=C(Cl)Cl	3	-3	-0.4	-6	-5	104	263	4	·	4	3
2	CC1(C)Cc2c(sc3c2C(=O)NC(c2cccnc2)N3)CO1 (centres undefined)	9	13	2.2	-4	-12	102	-6	2	25	·	-13
3	COP(=S)(OC)SCN1C(=O)c2ccccc2C1=O	-11	-4	0.2	-11	5	98	278	19	5	·	6
4	CC1=Nc2ccccc2/C1=C/c1c(O)[nH]c(=O)[nH]c1=O	-1	-22	0.5	9	-3	93	-11	-12	·	7	22
5	CC(C)CCn1c(=O)c(C(=O)NCc2ccc3c(c2)OCO3)c(O)c2ccccc21	-14	-37	0.1	1	-11	94	24	-7	-17	-2	37
6	CC12CC(c3ccccc3O1)C(C(=O)OCc1ccccc1)C(=O)N2 (centres undefined)	4	-9	1.3	-8	1	125	-9	7	8	-3	9
7	O=C1NC(=O)C(=Cc2ccc(-c3cc(Cl)ccc3[N+](=O)[O-])o2)C(=O)N1	-3	-13	1.1	2	-5	112	·	2	-61	50	13
8	CCOC(=O)c1cc(CC)sc1/N=C/C1C(=O)NC(=S)NC1=O	-5	1	0.0	3	-8	96	109	0	7	-1	-1
9	COc1ccc(CNCCc2ccc(Cl)cc2Cl)cc1	-1	9	0.7	-8	0	105	-2	32	-5	1	-9
10	CCOC(=O)c1c(C)[nH]c(C(=O)C(C)N2CCCC2)c1C (centres undefined)	4	16	0.1	1	-5	96	-18	0	5	0	-16
11	O=c1cccc2n1CC1CC2CN(Cc2c(F)cccc2Cl)C1 (centres undefined)	-7	-3	-0.9	-8	1	84	25	10	-5	3	3
12	CC(=O)Nc1ccc(C(c2c(O)c3ccccc3oc2=O)c2c(C)n(C)n(-c3ccccc3)c2=O)cc1 (centres undefined)	1	·	0.9	1	-6	96	385	11	-3	-4	·
13	Cc1ccc(CN2CCN(CC(=O)N3CCC4(CC3)OCCO4)C2=O)cc1	9	14	0.6	-12	1	104	-8	-9	-5	1	-14
14	Cc1ccc(S(=O)(=O)N(C)c2ccc(C(=O)NCC3(N(C)C)CCCCC3)cc2)cc1	6	-18	0.4	-4	-7	106	-16	-10	8	2	18
15	CCCCP(=O)(O)CCC(=O)O	-16	12	0.2	-4	-7	104	-5	0	-10	38	-12
16	Cc1ccccc1C(=O)N1Cc2cnnn2-c2ccccc2C1C#N (centres undefined)	6	7	-0.9	-3	-1	95	·	9	13	·	-7
17	CNCC[C@@H](Oc1ccc(C(F)(F)F)cc1)c1ccccc1	13	15	0.6	-3	-27	102	5	10	11	·	-15
18	CCC(=Nc1ccc(OC)cc1OC)c1c(O)[nH]c(=O)[nH]c1=O	-7	-4	-0.4	-6	-7	93	127	-4	-19	3	4
19	Cc1nc2ccccc2c(=O)n1-c1cccc(C(F)(F)F)c1	-4	0	-0.2	-6	2	127	7	3	·	0	0
20	Cc1cccc(C)c1NC(=O)c1cccn(Cc2ccc3c(c2)OC(F)(F)O3)c1=O	-12	1	-1.1	-7	-5	99	-8	-3	4	-3	-1
21	Cc1cc(C)n(CCOC(=O)C2C(C=C(Cl)Cl)C2(C)C)n1 (centres undefined)	0	-7	-1.5	-2	-9	127	905*	-6	-11	0	7
22	COC(=O)C1=C(c2cccc(OCc3ccccc3)c2)C[C@@H]2CC[C@H]1N2C(=O)NCc1ccc(C(C)(C)C)cc1	1	-31	-2.8	0	0	101	14	30	9	·	31
23	Cc1ccc(N2C(=O)NC(=O)/C(=C/c3ccc(OC(=O)c4cccs4)cc3)C2=O)cc1	8	-16	0.9	3	-7	112	-10	5	8	127*	16
24	CCC(=NCCCN(CC)CC)c1c(O)n(C2CCCCC2)c(=O)[nH]c1=O	0	-2	1.0	-14	-6	97	-7	-4	-4	51*	2
25	CCCCCCN=C(C)c1c(O)n(CCCC)c(=O)[nH]c1=O	-4	5	-0.8	-4	-4	109	17	5	4	35	-5
26	CN1CCN(Cc2nc3ccccc3c(=O)[nH]2)CC1	-21	6	0.1	1	-8	96	-6	23	3	1	-6
27	O=C(COc1ccccc1)N1CCN(C2CCCC2)CC1	12	-1	-0.7	6	8	107	-4	2	-6	-3	1
28	O=C(c1ccccc1)c1cn(CC(=O)N2CCCC2)c2ccccc12	2	-18	-0.1	7	-7	110	-7	9	·	·	18
29	COC(=O)C1=C(N)Oc2c(c(=O)oc3ccccc23)C1c1cccnc1 (centres undefined)	3	13	-1.2	-2	-17	96	-25	19	6	-2	-13
30	c1ccc(C2c3ccccc3-n3nncc3CN2CC2CCCCC2)cc1 (centres undefined)	2	-10	-0.2	-11	-2	104	·	10	2	·	10

Following part:
no.	smiles	PKA-R2B act	SR-BI uptake up	CDK5 inh	PKA-R1A act	dFosB act	Pemphigus Ab inh	Mot1-301 SUMO	Arr AP2 block	MITF TRPM1 HTS	NSD2 inh	SR-BI DiI inh
31	O=c1[nH]c(CN2CC=C(c3ccccc3)CC2)nc2cc(C(F)(F)F)ccc12	-1	16	0.2	0	-8	112	3	1	2	-2	-16
32	Cc1c(C)c2ccc(OCC(=O)N3C[C@H]4C[C@@H](C3)c3cccc(=O)n3C4)c(C)c2oc1=O	-7	19	-0.2	-4	-4	103	21	-6	2	·	-19
33	NC(Cc1ccccc1)Cc1ccccc1	-2	19	0.7	5	2	122	116	28	-7	-6	-19
34	O=P(C(=Nc1ccc(Cl)cc1)N1CCOCC1)(N1CCOCC1)N1CCOCC1	-4	4	-2.8	-5	-4	102	4	7	·	3	-4
35	CC12CCC(=O)C=C1C=CC1C2CCC2(C)C(O)CCC12 (centres undefined)	5	16	0.0	12	-12	88	·	-1	-8	-2	-16
36	COc1ccc(OC)c(CC(=O)N(C)C2CCCN(Cc3ccccc3F)C2)c1 (centres undefined)	-9	-2	-0.5	3	-7	119	4	25	-9	-1	2
37	O=c1[nH]c(=O)n(Cc2ccc(F)cc2)c(O)c1C=NCc1cccnc1	-2	-14	0.7	1	6	100	3	13	-8	-1	14
38	COC(=O)C1=C(c2ccc(-c3ccccc3)c(F)c2)C[C@@H]2CC[C@H]1N2C(=O)NCCCOC(C)C	11	-4	-1.4	1	-4	100	4	-1	-2	·	4
39	Cc1cccc(N2C(=O)NC(=O)/C(=C\C=C\c3ccco3)C2=O)c1	-3	·	-1.0	5	-5	102	5	24	-98	·	·
40	Cc1ccc(OCCOc2cccc(C=C3C(=O)NC(=O)NC3=O)c2)c(C)c1	2	-11	3.2	-8	-5	358	-1	-6	·	4	11
41	Cn1c(O)c(C(=O)c2ccccc2Cl)c(=O)n(C)c1=O	-7	17	-0.2	-9	3	98	-22	-15	·	-4	-17
42	NS(=O)(=O)c1nc[nH]c1[N+](=O)[O-]	1	19	2.1	2	5	106	·	28	-4	21	-19
43	CC(C)NC(C)C(=O)C12CC3CC(CC(C3)C1)C2 (centres undefined)	1	-6	0.6	-3	1	106	-8	37	5	-1	6
44	O=C(Nc1ccc(Cl)cc1)O/N=C(\c1ccccc1)c1ccccn1	-2	6	-2.2	-4	1	100	0	1	36	·	-6
45	C=CCC1(CCCCC)C(=O)NC(=S)NC1=O	4	11	-0.8	0	2	101	·	-11	16	-1	-11
46	O=C(c1ccc(Cl)cc1)C1CCCN(Cc2cccc3ncccc23)C1 (centres undefined)	-12	·	0.3	-14	-6	110	10	18	-13	3	·
47	Cc1cc([N+](=O)[O-])c(Cl)cc1NC(=O)C(C)C	-4	-9	0.5	0	2	·	-8	-8	1	-4	9
48	CC1CCCCN1C(=O)c1ccc(N2CC3CC(C2)c2cccc(=O)n2C3)c([N+](=O)[O-])c1 (centres undefined)	-6	31	·	-11	1	91	1	4	-4	0	-31
49	FC(F)(F)c1ccccc1CN1CCN(Cc2ccccc2)CC1	4	-2	1.0	3	-2	100	4	7	5	1	2
50	Cc1cccc(N2C(=O)NC(=O)/C(=C\c3cccn3-c3ccc(Cl)cc3)C2=O)c1	-6	·	-2.0	-2	-8	104	8	1	-67	8	11
51	CCCCCn1c(=O)c(C(=O)Nc2ccccc2S(N)(=O)=O)c(O)c2ccccc21	-8	-67	-0.1	-18	63*	100	-5	14	-4	-1	67
52	FC(F)(F)c1ccc(CNCCc2ccc3c(c2)OCO3)cc1	-10	-11	0.8	1	2	83*	28	-3	-12	7	11
53	C=CC[C@@H](CC/C=C/C=C/CC/C=C\[C@@H]1CSC([C@@H]2C[C@@H]2C)=N1)OC	-3	9	0.9	-21	-16	103	·	3	-67	·	-9
54	Cc1ccc(-c2cc(C(F)F)n3ncc(C(=O)N4CCC5(CC4)OCCO5)c3n2)cc1	-7	-6	0.5	-5	-11	99	-5	3	-13	1	6
55	CCCCn1c(O)c(C(C)=NCCCN(CC)CC)c(=O)[nH]c1=O	-8	18	0.8	-8	9	104	4	6	-5	35	-18
56	COC(=O)CC1(CC(=O)OC)C(=O)N(c2ccccc2)C(=O)N(c2ccccc2)C1=O	-3	6	-0.1	-5	2	96	-7	1	14	-2	-6
57	O=C(O)c1cccc2c1NC(c1cccc([N+](=O)[O-])c1)C1CC(Sc3ccccc3[N+](=O)[O-])C(Cl)C21 (centres undefined)	-3	-47	0.6	-3	-8	99	·	48	12	0	47
58	O=C(Nc1cccc2ccccc12)c1nn(C23CC4CC(CC(C4)C2)C3)cc1Br	9	-30	0.3	-12	-6	108	1	-4	28	-2	30
59	CCC12C=CCN3CCC4(c5cc(Br)c(OC)cc5N(C)C4C(O)(C(=O)OC)C1OC(C)=O)C32 (centres undefined)	10	15	-1.4	6	-16	70	·	6	-14	-3	-15
60	NC(Cc1ccccc1)c1nc2ccccc2[nH]1 (centres undefined)	1	10	-0.9	-10	-1	104	1	-20	24	-2	-10
61	O=C(CCc1nnc2ccc(NCc3ccc(F)cc3)nn12)N1CCC2(CC1)OCCO2	-5	7	0.0	-3	-7	110	5	-4	0	-2	-7
62	C[C@@H]1C[C@@H]([C@H](O)CC2CC(=O)NC(=O)C2)C(=O)[C@@H](C)C1	0	20	-3.2	5	0	106	247	-8	-77	·	-20
